eLon inh: inhibits E. coli Lon protease | AID 602123 | inhibition, % at 7.94 µM | hit rate 0.42% among 360,000 | P0A9M0 | purified E. coli Lon protease, fluorescence polarization; in the data active = inhibition above about 13%, passing the limit was not always enough;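 note: 0% = enzyme with probe and DMSO and 100% = no enzyme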
MLLE-PAM2 inh: inhibitors of microRNA-mediated deadenylation, human PABP1 MLLE binding; GST-MLLE / FITC-PAM2 fluorescence polarization; inhibition, % at 20 µM; hit rate 0.36% among 360,000; AID 588489; in the data active = inhibition above about 35%, passing the limit was not always enough;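 note: plate controls were DMSO wells with GST-MLLE for no effect and wells lacking GST-MLLE protein for full effect; some results filed as inactive read as strong as hits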
Target sequence (P11940 whole entry, looked up): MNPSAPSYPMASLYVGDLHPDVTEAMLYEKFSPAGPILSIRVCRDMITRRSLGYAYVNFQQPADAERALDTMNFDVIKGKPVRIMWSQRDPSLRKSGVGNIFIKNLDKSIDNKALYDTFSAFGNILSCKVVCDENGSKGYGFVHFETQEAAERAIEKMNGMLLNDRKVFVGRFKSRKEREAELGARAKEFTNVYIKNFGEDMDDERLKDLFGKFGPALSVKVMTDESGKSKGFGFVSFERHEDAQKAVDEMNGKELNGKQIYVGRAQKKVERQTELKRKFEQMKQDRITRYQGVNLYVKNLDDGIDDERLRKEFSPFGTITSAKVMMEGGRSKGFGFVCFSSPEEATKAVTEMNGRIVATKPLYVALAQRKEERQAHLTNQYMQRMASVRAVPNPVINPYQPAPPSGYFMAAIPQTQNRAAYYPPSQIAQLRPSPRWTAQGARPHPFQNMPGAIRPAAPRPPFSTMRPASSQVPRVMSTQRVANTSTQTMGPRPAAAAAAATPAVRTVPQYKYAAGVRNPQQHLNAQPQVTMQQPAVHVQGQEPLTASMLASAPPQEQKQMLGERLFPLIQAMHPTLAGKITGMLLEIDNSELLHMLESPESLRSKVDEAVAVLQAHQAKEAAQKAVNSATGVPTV
TbMetRS inhib: blocks T. brucei methionyl-tRNA synthetase activity; hit rate 0.4% among 360,000; purified T. brucei MetRS, ATP depletion, Kinase-Glo luminescence; inhibition, % at 11.9 µM;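 active = inhibition above a per-plate cutoff of the control wells' mean inhibition plus 3 SD, cut at about 5.5% in these data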;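 note: 0% = DMSO wells median and 100% = median of wells with control inhibitor compound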
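System: purified T. brucei MetRS enzyme / Detection: Kinase-Glo luciferase luminescence reporting remaining unconsumed ATP / Medium: HEPES buffer with MgCl2, KCl, DTT, spermine, BSA, pyrophosphatase / Replication: singlicate, one well per compound / Evaluation: percent inhibition relative to median high and low control wells / Schedule: 2 h aminoacylation at 25 °C after 15 min preincubation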
MsrA act: activates bovine MsrA enzyme; purified bovine MsrA, absorbance read-out; activation, % at 10.6 µM; hit rate 0.3% among 360,000; AID 602163; in the data active = activation above about 7.5%;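 note: 0% = vehicle and 100% = reference activator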
Rin1 Abl inh: inhibitors of human Rin1-Abl protein interaction. inhibition, % at 7.35 µM. P00519+Q13671. hit rate 0.4% among 360,000. AID 588664. TR-FRET Rin1/Abl binding, biochemical; in the data active = inhibition above about 5%, passing the limit was not always enough
CSN inh: blocks human CSN-mediated cullin deneddylation; Q92905; Purified CSN, SCF-Nedd8-OG deneddylation, fluorescence polarization; inhibition, % at 12.5 µM; hit rate 0.38% among 360,000;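 active = pattern-corrected inhibition above about 35%, with an unprinted fluorescence ratio check between 0.5 and 1.5, limit read from the data, passing the limit was not always enough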;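 note: 0% = enzyme with substrate and 100% = substrate without enzyme; some results filed as inactive read as strong as hits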
Target sequence (Q92905 whole entry, looked up, one chain of several): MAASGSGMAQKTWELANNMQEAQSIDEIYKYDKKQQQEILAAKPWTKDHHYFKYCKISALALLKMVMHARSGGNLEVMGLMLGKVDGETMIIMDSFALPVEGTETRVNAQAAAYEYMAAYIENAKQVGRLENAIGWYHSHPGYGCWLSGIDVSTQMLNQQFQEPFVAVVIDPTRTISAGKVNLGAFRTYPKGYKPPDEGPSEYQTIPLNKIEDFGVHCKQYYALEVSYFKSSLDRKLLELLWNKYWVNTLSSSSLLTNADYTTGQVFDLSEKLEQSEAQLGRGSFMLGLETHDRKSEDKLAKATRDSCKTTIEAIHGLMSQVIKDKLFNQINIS
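Material: purified human Csn5 enzyme expressed in HEK293T cells / Medium: Tris buffer pH 7.5, NaCl, DTT, Tween-20, trehalose, ovalbumin / Compound dosing: 12.5 µM single point / Schedule: 90 min incubation of compound, enzyme and substrate at room temperature / Signal: fluorescence polarization of the substrate / Control set: no-enzyme wells high, enzyme-with-substrate wells low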
FAS-TE inh: FAS thioesterase (human) inhibition; inhibition, % at 15 µM; P49327; recombinant FAS-TE, OMFH fluorogenic substrate, fluorescence endpoint; hit rate 0.67% among 360,000; AID 602261;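 active = compounds whose normalised, plate-corrected inhibition of enzyme fluorescence in the single-dose primary screen is 50% or more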;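 note: 0% = DMSO with enzyme and 100% = substrate without enzyme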
Neddylation inh: cullin neddylation inhibition. hit rate 0.58% among 360,000. TR-FRET cullin neddylation, biochemical. P61081+Q13564. calls only at 25 µM. AID 651699; in the data active = inhibition above about 36%
MsrA inhibitor: inhibits bovine methionine sulfoxide reductase A | inhibition, % at 15.5 µM | purified bovine MsrA, absorbance read-out | hit rate 0.75% among 360,000; in the data active = inhibition above about 4.5%;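 note: 0% = vehicle wells with enzyme and 100% = reference inhibitor wells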
* marks the source's active call; other numbers are inactive results; i = inactive; / = not tested or not shown; & = joins results of further samples.

SMILES	eLon inh	MLLE-PAM2 inh	TbMetRS inhib	MsrA act	Rin1 Abl inh	CSN inh	FAS-TE inh	Neddylation inh	MsrA inhibitor
Cc1ccc(NC(=O)CNC(=O)c2ccccc2F)cc1Cl	-0.5	-15.8	-0.8	-5.8	0.1	-2.6	-4.3	i	0.8
O=[N+]([O-])c1ccc(Nc2ccccn2)c([N+](=O)[O-])c1	9.9	0.0	-1.6	-13.4	-2.4	8.1	2.6	i	5.3*
CCOC(=O)C1(CC2CC2)CCN(S(=O)(=O)/C=C/c2ccccc2)CC1	6.9	7.8	-0.2	-2.3	-1.7	1.6	22.3	i	1.7
COc1ccc(-c2nnc(SCC(=O)Nc3nc4ccccc4s3)n2C)cc1	-12.0	10.6	-0.4	-1.3	-3.9	1.2	-11.1	i	-1.6
Cc1ccccc1NC1=C(Cl)C(=O)OC1OC(=O)c1ccco1 (stereo not drawn)	5.0	-1.7	-0.8	-1.9	-2.1	-1.0	73.5*	i	-0.5
CCOC(=O)C1CCN(S(=O)(=O)c2cccc(-c3cn4cc(C)ccc4n3)c2)CC1	0.1	-6.3	-0.3	3.2	-0.3	2.8	2.6	i	0.8
Cc1ccccc1C(=O)c1c[nH]c(C(=O)NCC2CCCO2)c1 (stereo not drawn)	-11.4	8.9	-0.2	-3.5	2.0	5.3	-4.0	i	1.7
CCCCn1c(-c2nn(C)cc2Cl)n[nH]c1=S	1.7	0.9	0.4	5.8	-4.4	0.7	-7.5	i	0.8
CCOC(=O)c1[nH]c(COC(=O)CCOc2ccccc2OC)c(C(=O)OCC)c1C	0.2	2.2	0.3	-0.3	1.4	7.2	-3.8	i	-0.1
Cc1cc(SCC(=O)Nc2ncc(Cl)cc2Cl)nc2ccccc12	-8.1	5.5	0.2	4.6	-13.9	-4.4	20.5	i	0.5
CC(C)CC(=O)NC(=S)NCCc1ccccc1	-3.5	20.4	-0.6	-0.1	-2.2	-0.2	5.2	i	-1.1
COc1cc(C2NC(=S)NC(C)=C2C(=O)c2ccccc2)ccc1O (stereo not drawn)	-0.3	-142.9	0.2	-2.8	-2.4	-16.1	-30.6	i	1.2
c1ccc(Cc2nnc3sc(-c4cccs4)nn23)cc1	-2.0	20.4	-1.6	-10.8	-2.4	-7.8	-3.8	i	1.9
CC(O)CNC(=O)c1ccc(-c2nn(C)c(=O)c3ccccc23)cc1 (stereo not drawn)	1.7	-0.8	0.0	-0.8	-5.9	2.9	-6.6	i	-0.2
COc1ccc(/C(N)=N/OC(=O)C2CCC(=O)N2S(=O)(=O)c2ccc(C)cc2)cc1OC (stereo not drawn)	0.1	-10.2	-0.1	-9.1	-0.1	-9.2	-3.9	i	2.0
O=C(CCC1CCCN(C(=O)c2ccsc2)C1)NCc1ccc(F)c(F)c1 (stereo not drawn)	-5.6	15.8	-0.5	-3.6	-3.3	-0.6	-2.0	i	-0.1
O=C(Cc1ccc2c(c1)OCCO2)c1c(O)cc(O)cc1O	4.2	1.7	0.2	-3.1	1.6	2.9	-2.5	i	1.8
COC(=O)C1=C(C)NC(C)=C(C(=O)OC)C1C(=O)OCC(=O)c1ccc(Br)cc1	-1.9	-7.5	-0.5	-1.6	-3.9	-0.8	9.9	i	1.3
CSc1ncccc1C(=O)NCc1nnc2ccccn12	3.1	-2.8	-0.5	-14.0	1.6	-0.9	-2.8	i	0.6
CCCCn1c(N)c(N(CC)C(=O)c2cccc(F)c2)c(=O)[nH]c1=O	1.2	7.5	-0.7	-2.0	1.9	-4.0	-6.6	i	0.4
Cc1ccc2nc(Cl)c(C3CC(c4ccco4)=NN3S(C)(=O)=O)cc2c1 (stereo not drawn)	13.0	-12.5	0.2	-3.6	-3.1	1.9	5.5	i	-0.2
Cc1cccc(N=C2NC(=O)CS2)c1	1.1	-6.5	-0.3	4.8	1.7	0.4	-7.4	i	-0.8
Cc1cc(C)c(S(=O)(=O)NCCC2CCCN2C)c(C)c1 (stereo not drawn)	-2.8	-2.6	0.0	-3.0	-3.0	-0.1	-9.4	i	-0.4
Cc1cccc(NC(=O)NCCCCc2ccccc2)c1	0.3	-12.5	-0.2	-6.5	3.1	-1.0	14.2	i	-0.6
Cc1cc(C)n(C2=NS(=O)(=O)c3ccccc32)n1	-2.1	1.8	-1.3	-11.3	-1.4	-0.2	-9.3	i	-0.1
Cn1nc(OC(=O)Nc2cccc(Cl)c2)cc1C(F)(F)F	-10.2	-0.9	-1.1	-8.6	3.3	-2.9	4.3	i	-1.2
O=C1COc2ccc(C(=O)COC(=O)/C=C/c3cccc(F)c3)cc2N1	0.2	3.1	-0.3	-4.2	1.0	6.1	-3.2	i	2.4
C=CCN=C(NC#N)SCc1ccccc1Cl	-7.9	-4.1	-1.3	-4.8	-1.3	3.8	1.3	i	-0.9
Cc1cc(N(CN2CCCC2=O)C(=O)c2ccccc2)no1	5.0	1.3	-0.7	-4.6	-5.9	-3.7	-4.1	i	-0.2
Cc1noc(C)c1COc1ccc(CC(=O)NCc2ccccc2)cc1	4.8	-12.0	-0.9	-8.1	4.5	0.9	-5.7	i	-0.8
COCCCNC(=O)C[C@@H]1C[C@@]2(C(=O)OC)CC(C)(C)CC=C2N(Cc2cccc3ccccc23)C1=O	/	/	-0.2	/	/	-2.0	/	i	-0.7
CCCc1cc(=O)[nH]c(SCC(=O)N2CCN(S(=O)(=O)c3ccc(C)cc3C)CC2)n1	22.9*	-6.4	0.1	-7.7	1.0	-7.1	-6.4	i	-0.4
CCOC(=O)Cc1csc(NC(=O)c2c(-c3c(Cl)cccc3Cl)noc2C)n1	-6.2	5.2	-0.5	4.2	2.3	1.9	-2.7	i	-0.8
COc1ccc(S(=O)(=O)Nc2ccc3c(c2)CC(=O)N([C@H](C)CO)C[C@H](C)[C@H](CN(C)C(=O)Nc2ccc4c(c2)OCO4)O3)cc1	-8.8	1.8	-0.2	-1.1	2.0	0.0	-2.5	i	0.0
O=c1c2ccccc2nc(SCc2nc3ccccc3s2)n1Cc1ccco1	-7.1	24.2	0.2	-1.9	1.4	3.2	28.7	i	0.2
NS(=O)(=O)c1cccc(NC(=O)COC(=O)/C=C/c2nc3ccccc3s2)c1	5.4	-15.2	-0.3	-2.4	-4.0	7.3	1.7	i	2.7
O=C(NCCCCO)C(F)(F)C(F)(F)C(F)(F)C(=O)NCCCCO	8.9	1.6	-0.7	2.9	4.2	-0.8	-24.3	i	0.7
Cc1ccc(F)c(NC(=O)c2c(-c3ccccc3)noc2C)c1	9.1	3.2	-0.1	-3.2	-0.1	4.4	3.4	i	-0.8
COc1cc(C(=O)NC(=S)NCc2ccco2)cc(OC)c1OC	-2.5	37.1	-0.3	-0.2	1.9	1.6	4.0	i	0.9
C/C(=N\NS(=O)(=O)c1ccc(Cl)cc1)c1ccc(NC(=O)c2ccco2)cc1	-7.7	-2.0	-0.8	1.0	0.8	-1.7	-1.0	i	3.6
CCOc1ccccc1C1C2C(=O)N(c3ccccc3)C(=O)C2ON1c1ccccc1 (stereo not drawn)	-0.4	8.7	0.0	-1.9	-1.2	-4.7	27.1	i	-1.5
C/C(=N/NC(=O)COc1cc(C)ccc1C(C)C)C(=O)O	7.5	-5.2	-0.4	-4.1	1.3	-4.9	0.1	i	-0.7
O=C(CSc1ccc(-c2ccc(F)cc2)nn1)N1CCCc2ccccc21	-3.1	5.9	0.1	-2.0	-4.5	3.6	25.2	i	0.3
COc1cc(-n2c(=O)c3ccccc3n(Cc3cc(=O)n4ccccc4n3)c2=O)cc(OC)c1OC	-4.3	6.5	-0.7	-0.6	-1.5	-7.5	1.9	i	0.1
Cc1ccc(C(=O)N2CCC(C(=O)NC3CCCCCC3)CC2)cc1	4.5	-2.9	-0.4	-0.4	-1.1	0.8	-2.7	i	0.0
Cc1c(C(=O)NC(=S)NCc2cccnc2)oc2ccccc12	7.5	26.3	-0.6	-0.4	-0.3	-4.0	2.8	i	0.8
COC(=O)[C@@H](Cc1ccccc1)NC(=O)[C@H]1CCC(=O)N1C(=O)OCc1ccccc1	0.1	-8.5	-0.5	-0.6	-0.2	0.7	-3.9	i	0.9
COC(=O)c1cccnc1-n1c(=O)c2cccnc2n(CC(=O)Nc2ccc(Br)cc2)c1=O	-11.5	-8.3	1.2	-5.8	-2.1	-1.6	4.0	i	-0.9

Structures shown so far containing bromine, in the order listed:
SMILES	eLon inh	MLLE-PAM2 inh	TbMetRS inhib	MsrA act	Rin1 Abl inh	CSN inh	FAS-TE inh	Neddylation inh	MsrA inhibitor
COC(=O)C1=C(C)NC(C)=C(C(=O)OC)C1C(=O)OCC(=O)c1ccc(Br)cc1	-1.9	-7.5	-0.5	-1.6	-3.9	-0.8	9.9	i	1.3
COC(=O)c1cccnc1-n1c(=O)c2cccnc2n(CC(=O)Nc2ccc(Br)cc2)c1=O	-11.5	-8.3	1.2	-5.8	-2.1	-1.6	4.0	i	-0.9

(continued)
SMILES	eLon inh	MLLE-PAM2 inh	TbMetRS inhib	MsrA act	Rin1 Abl inh	CSN inh	FAS-TE inh	Neddylation inh	MsrA inhibitor
Cc1ccccc1NC(=O)NCC1CCCO1 (stereo not drawn)	-4.9	4.9	-0.8	-2.6	-0.3	2.5	-3.6	i	-0.4
O=C(CN1CCCCC1)Nc1ccccc1C(=O)NC1CC1	0.8	11.6	-0.4	-3.7	2.0	2.7	-2.0	i	1.2
CC(Oc1ccccc1[N+](=O)[O-])C(=O)N/N=C/c1ccoc1 (stereo not drawn)	-1.2	-7.0	-0.6	-7.6	-2.6	-5.6	-6.1	i	1.1
COc1ccc(NC(C)=O)cc1NS(=O)(=O)c1ccc2c(c1)OCCO2	5.9	2.9	-0.1	-2.8	-2.2	-2.9	-3.9	i	1.2
CC1C(=O)N(Cc2cn(Cc3ccco3)nn2)CCS(=O)(=O)N1Cc1ccc(-c2ccccc2)cc1 (stereo not drawn)	-7.5	-21.2	-1.3	-3.0	1.4	2.3	12.8	i	0.4
COCCn1c(-c2ccc(C)cc2)nc2oc3cc(OC)ccc3c(=O)c2c1=O	-0.7	11.6	0.1	-3.0	-1.5	0.5	-1.8	i	1.7
Cc1cc(C2C(C#N)=C(N)SC(N)=C2C#N)c(C)s1	-289.2	-53.8	-1.3	-10.7	-30.6	105.6	-60.1	i	/
COc1nc(Nc2ccccc2F)nc(OC)n1	0.6	-7.5	-0.9	-7.5	0.4	-4.5	-2.2	i	1.2
O=C(NCCCN1CCCC1=O)c1cccc(Oc2ccccc2)c1	-3.8	-6.4	0.0	-5.6	2.6	2.1	-5.1	i	-0.5
OC(CNCC1CCCO1)Cn1c2ccccc2c2ccccc21 (stereo not drawn)	0.5	4.6	-0.6	-0.9	4.7	0.9	-3.8	i	0.1
Clc1ccc(-c2csc(N/N=C\c3cccnc3)n2)cc1	8.8	20.5	0.6	-3.4	0.4	0.2	-1.3	i	-0.3
CCOC(=O)c1ccc(N=c2sc(C(=O)OC)cc(=O)n2CCCN2CCOCC2)cc1	-12.4&-1.6	12.9&15.4	-0.2&-0.4	-2.7&-1.4	1.9&-0.3	3.4&-1.5	-5.2&-1.8	i	1.7&0.9
O=[N+]([O-])c1cccc(N(CC(O)CN2CCCCC2)S(=O)(=O)c2ccccc2)c1 (stereo not drawn)	0.7	8.8	-0.7	-10.4	0.7	3.1	-1.0	i	0.3
CCCCOc1ccc(C(=O)OCC(=O)Nc2cc(C)on2)cc1	-3.3	8.7	-0.3	1.4	-2.8	-9.8	-3.0	i	-0.8
